# UBC13 inh: UBC13 polyubiquitin chain formation inhibitors, primary screen, biochemical, TR-FRET, uHTS | inhibition, % at 20 µM | 330,000 compounds, 0.47% hits; in the data active = inhibition above about 45%, passing the limit was not always enough
# Target sequence (P61088 whole entry, looked up): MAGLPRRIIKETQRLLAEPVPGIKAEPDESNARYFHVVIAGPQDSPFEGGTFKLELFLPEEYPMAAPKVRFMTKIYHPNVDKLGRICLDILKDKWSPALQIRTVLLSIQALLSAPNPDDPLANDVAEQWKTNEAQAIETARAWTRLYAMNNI
# Jurkat NFkB inh: inhibitors of induced NF-kB luciferase reporter, primary screen, TCR NF-kB activation inhibitor project, cell-based, luminescence, uHTS. inhibition, % at 4 µM. AID 435003, 2010. Jurkat, PMA/ionomycin-induced NF-kB luciferase reporter. 330,000 compounds, 0.53% hits; in the data active = inhibition above about 50%
# EBI2 antag: EBI2 receptor antagonists, beta-arrestin recruitment, primary screen, cell-based, luminescence, 7a,25-OHC stimulation, uHTS; G-protein coupled receptor 183 (Homo sapiens), P32249; 7a,25-OHC stimulated; inhibition, % at 5 µM; 360,000 compounds, 0.81% hits; AID 651636, 2012; in the data active = inhibition above about 38%;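 also: enzyme fragment complementation signal reports receptor beta-arrestin coupling in cells; 0% = agonist plus DMSO wells and 100% = wells without agonist; some results beyond the cut were filed as inactive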
# Target sequence (P32249 whole entry, looked up, the tested form may be a part): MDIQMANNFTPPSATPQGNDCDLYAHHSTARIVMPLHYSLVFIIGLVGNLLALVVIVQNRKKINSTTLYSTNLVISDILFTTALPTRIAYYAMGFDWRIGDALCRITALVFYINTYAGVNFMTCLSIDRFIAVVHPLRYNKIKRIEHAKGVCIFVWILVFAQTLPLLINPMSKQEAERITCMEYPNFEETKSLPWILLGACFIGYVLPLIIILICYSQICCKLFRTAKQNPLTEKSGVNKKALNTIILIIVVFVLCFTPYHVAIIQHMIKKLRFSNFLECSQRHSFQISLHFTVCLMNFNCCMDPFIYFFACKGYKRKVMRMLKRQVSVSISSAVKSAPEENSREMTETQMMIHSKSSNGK
# CXCR6 inh: CXCR6 receptor inhibitors, primary screen, cell-based, beta-arrestin, luminescence, CHO-K1 PathHunter, 1536-well; AID 602244, 2012; 360,000 compounds, 0.36% hits; C-X-C chemokine receptor type 6 (Homo sapiens), O00574; inhibition, % at 20 µM; in the data active = inhibition above about 34%, passing the limit was not always enough;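 also: antagonist mode with CXCL16 agonist at 10 nM final; 0% = 10 nM CXCL16 with DMSO and 100% = unstimulated wells without agonist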
# CCR6 antagonist: CCR6 receptor antagonists, primary screen, cell-based, CHO-K1, luminescence, beta-arrestin, uHTS; C-C chemokine receptor type 6 (Homo sapiens), P51684; CHO-K1 CCR6 PathHunter beta-arrestin, CCL20-stimulated; inhibition, % at 20 µM; 340,000 compounds, 0.49% hits;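 active = compounds whose inhibition of the agonist-driven luminescence signal at 20 µM reaches about 50%, limit read from the data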;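 also: cells stimulated with CCL20 at 14 nM final; plate controls were DMSO with CCL20 for no effect and DMSO without agonist for full effect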
# Target sequence (P51684 whole entry, looked up): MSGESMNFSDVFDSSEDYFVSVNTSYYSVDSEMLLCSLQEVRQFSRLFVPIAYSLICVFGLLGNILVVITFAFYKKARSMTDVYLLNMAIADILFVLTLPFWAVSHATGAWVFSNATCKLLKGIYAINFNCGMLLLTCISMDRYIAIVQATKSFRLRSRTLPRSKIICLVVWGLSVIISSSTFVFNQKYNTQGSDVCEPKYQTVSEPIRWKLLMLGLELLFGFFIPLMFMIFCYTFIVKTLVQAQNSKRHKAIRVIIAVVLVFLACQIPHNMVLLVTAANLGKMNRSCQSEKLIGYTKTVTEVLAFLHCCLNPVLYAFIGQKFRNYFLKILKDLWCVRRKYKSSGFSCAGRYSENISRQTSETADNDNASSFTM
# APJ antag: antagonists of human apelin receptor APJ, primary screen, CHO-K1 cells, beta-arrestin complementation, luminescence; P35414; 330,000 compounds, 0.32% hits; inhibition, % at 20 µM; AID 2521, 2010;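 active = inhibition above about 40% at 20 µM, limit read from the data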;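 also: cells challenged with 10 nM apelin-13 agonist together with compound; plate controls were apelin-13 plus DMSO wells for no effect and DMSO wells lacking apelin-13 for full effect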
# Gli-Sufu block: Gli-Sufu pathway antagonists, primary screen, luciferase luminescence, Sufu-KO-LIGHT cells, uHTS; inhibition, % at 5 µM; 340,000 compounds, 0.74% hits; Sufu-KO-LIGHT fibroblasts, Gli luciferase reporter luminescence; AID 588413, 2011;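 active = inhibition above about 55%, limit read from the data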;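 also: 0% = DMSO-treated cells and 100% = wells with medium but no cells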
# 697 NFkB inh: inhibitors of PMA/ionomycin-induced NF-kB reporter, 697 cells, primary screen, B-cell NF-kB inhibitor project, cell-based, luminescence, uHTS; 697 B-cell NF-kB luciferase reporter, 16 h; inhibition, % at 4 µM; 330,000 compounds, 0.33% hits; in the data active = inhibition above about 35%
# Starred values were filed as active, the others as inactive; x = no result given. The order is random. About 3% of those tested had a hit in this group.
SMILES,UBC13 inh,Jurkat NFkB inh,EBI2 antag,CXCR6 inh,CCR6 antagonist,APJ antag,Gli-Sufu block,697 NFkB inh
NS(=O)(=O)c1ccc(CCNS(=O)(=O)c2cccc3nsnc23)cc1,-8,0,2,3,12,9,1,16
Cc1ccsc1/C=N/NC(=O)CNC(=O)c1ccco1,-8,-8,-7,-6,1,23,-11,6
O=C(CCc1ccc(S(=O)(=O)NC2CCCCC2)cc1)NCc1ccc(Cl)cc1,0,-12,21,7,5,1,7,-12
COCc1cc(=O)[nH]c(-c2ccc(C(F)(F)F)cc2)n1,-8,-13,1,-7,13,-3,0,-12
COc1ccc(N2C(=O)c3ccc(C(=O)OC(C)C)cc3C2=O)cc1,-3,1,-6,5,11,-9,91*,11
COC(=O)C1=C(C)N(Cc2ccccc2)C(=NCCc2cccnc2)N[C@H]1c1ccccc1,33,31,2,10,15,0,27,-4
CCOC(=O)c1c(C)nc(C)c(C(=O)OCC)c1-c1ccco1,17,-11,3,-10,7,7,2,13
CCOC(=O)C1=CNS(=O)(=O)NC1c1ccc(OC(C)=O)cc1 (stereo not drawn),x,x,5,4,10,x,-11,13
Cc1ccc(NC(=O)NCCCl)cc1S(=O)(=O)N1CCOCC1,-8,-6,-1,-1,-7,-6,0,-42
Cc1cc(C(=O)CSc2nc3ccc(Cl)cc3[nH]2)c(C)n1Cc1ccco1,6,0,1,-9,12,-9,7,6
CCOC(=O)C1=NNC(C(=O)c2ccccc2)C1c1ccc(OC)cc1 (stereo not drawn),-2,-2,11,10,16,-11,0,-20
COc1ccc(CN(CC(=O)NCc2ccc(F)cc2)C(=O)CCC(=O)Nc2ccccn2)cc1,2,-2,3,5,10,16,-19,8
C/C(N)=C(/C#N)C(=O)COC(=O)C(c1ccccc1)c1ccccc1,-6,-13,8,0,14,-17,3,15
CSCC[C@H](NC(=O)NCc1cccs1)C(=O)O,-8,15,4,1,5,-28,-19,14
Cc1cccc(C(=O)OCC(=O)N(C)CC(=O)Nc2ccc(Cl)c(C(F)(F)F)c2)c1,19,4,-5,-8,12,5,-2,17
CC(C)(C)OC(=O)N1CCCC1C(=O)NCCc1ccccc1 (stereo not drawn),2,13,9,5,2,12,-3,13
Cc1ccc(S(=O)(=O)N2CCN(CC(=O)N(CC(C)C)c3c(N)n(CC(C)C)c(=O)[nH]c3=O)CC2)c(C)c1,-21,-1,-7,-3,9,-6,8,-1
CCn1cc(C(=O)N[C@@H](C)C(=O)NCCO)c(=O)c2cc3c(cc21)OCO3,-2,-4,-7,-2,-1,-11,9,1
CCC(C)c1ccccc1NC(=O)COc1ccc(-n2cnnn2)cc1 (stereo not drawn),-2,14,-7,-2,9,6,-1,7
CCn1c(=O)c(C(=O)Nc2ccccc2C)c(O)c2ccccc21,7,-19,0,-7,1,-5,-13,-14
CCCN1C(=O)c2ccccc2NC1c1ccc(Cl)cc1 (stereo not drawn),16,-6,12,-4,11,13,-4,4
COc1ccc(Cn2c(-c3ccc(OC)cc3)n[nH]c2=S)cc1,4,-21,5,0,-4,5,-4,2
CCc1ccc(NC(=O)CN2CCN(c3ccc(OC)cc3)CC2)cc1,x,x,0,-18,1,x,1,x
CCCOc1ccc(C(=O)NCC(C)(C)N2CCOCC2)cc1,-9,1,-6,-10,1,16,7,2
CCOC(=O)CC1CCCCN1Cc1nc(-c2ccc(F)c(OC)c2)oc1C (stereo not drawn),9,1,4,6,10,-1,21,-1
COc1cc(C=NNC(=O)c2ccc(NS(=O)(=O)c3cccs3)cc2)cc(Br)c1O,-4,7,0,0,7,11,-3,12
Cc1cccc(NC(=O)CSc2nnc(CNC(=O)c3ccco3)n2C)c1C,-2,20,-9,-3,-6,-56,-1,-8
CCN(CC(=O)Nc1c(F)cccc1F)C(=O)CNC(=O)C1CCCCC1,-13,-11,5,4,11,8,-9,-15
O=C(CCc1ccccc1)Nc1ccnn1C1CCN(Cc2ncc[nH]2)CC1,-3,2,1,8,3,-9,23,4
O=C(CSc1ccccc1)NCC1(N2CCCCC2)CCCCC1,2,-2,-7,14,16,2,9,-1
COC(=O)C1=C(C)NC(=O)NC1c1c(O)ccc2ccccc12 (stereo not drawn),0,19,-6,-2,-9,8,1,16
O=c1nccc(N/N=C/c2cccc(O)c2)[nH]1,0,-17,5,-1,8,-16,10,-11
COc1ccccc1S(=O)(=O)Cc1ccc(C(=O)NCc2ccccc2)o1,1,-6,-11,7,0,4,-17,-2
CC(C)C(C(=O)NCc1ccco1)N(C(=O)CNS(=O)(=O)c1ccccc1)C1CCCC1 (stereo not drawn),-2,-2,-3,-3,7,7,3,-9
COc1cccc(C2c3cc4c(cc3OC(N3CCOCC3)C2C)OCO4)c1O (stereo not drawn),x,x,20,5,11,x,-5,x
O=C(c1cc2ccccc2oc1=O)N1CCCCCCC1,-1,-10,-7,2,11,-13,-10,0
Cc1cc(OC(=O)c2ccccc2Br)c([N+](=O)[O-])c(=O)[nH]1,-1,-4,-3,-4,7,-35,2,2
O=C(Nc1ccc(Oc2cccnc2)cc1)c1ccccc1Cl,6,-9,5,-13,-8,12,-1,-10
CCOC(=O)c1c(C=O)c(C)n(Cc2ccc(Cl)cc2)c1C,12,-3,3,11,7,13,9,-11
CCN(C[C@H]1N[C@@](Cc2ccccc2)(C(=O)OC)[C@H]2C(=O)N(Cc3ccccc3)C(=O)[C@@H]12)C(C)=O,0,-5,-8,3,11,0,-3,-2
CCOC(=O)C1(Cc2ccc(OC)cc2)CCN(C(=O)c2cc(C)nn2C)CC1,-4,-5,-1,-1,5,-6,50,-56
COc1cc(O)c(CC=C(C)C)c(O)c1C(=O)CCc1ccc(O)cc1,17,-17,28,2,-14,5,9,-7
CCN(C(=O)COc1ccc(C)nc1[N+](=O)[O-])C1CCS(=O)(=O)C1 (stereo not drawn),-1,-2,-3,-2,7,26,-4,5
Cc1ccc2cc(/C=N/NC(=O)[C@@H]3CCCN3)c(Cl)nc2c1,3,-11,-4,-3,10,10,2,8
CN(Cc1ccccc1)S(=O)(=O)c1ccc(N2CCCC2=O)cc1,15,4,-1,-14,-4,0,0,9
C=CCN(CC=C)CCOc1cccc(Oc2ccccc2)c1,3,11,11,-4,33,16,8,-9
N#C/C(=C\c1ccc(OCc2ccc(Br)cc2)cc1)C(=O)Nc1cccc(C(=O)O)c1,x,x,-12,8,10,x,1,x
Cn1c(=S)c2[nH]c(SCCN)nc2n(C)c1=O,x,x,3,2,10,x,1,x

# Part of the list above, as tab-separated lines:
molecule	UBC13 inh	Jurkat NFkB inh	EBI2 antag	CXCR6 inh	CCR6 antagonist	APJ antag	Gli-Sufu block	697 NFkB inh
C=CCN(CC=C)CCOc1cccc(Oc2ccccc2)c1	3	11	11	-4	33	16	8	-9
O=c1nccc(N/N=C/c2cccc(O)c2)[nH]1	0	-17	5	-1	8	-16	10	-11

# Remaining list, next part.
SMILES,UBC13 inh,Jurkat NFkB inh,EBI2 antag,CXCR6 inh,CCR6 antagonist,APJ antag,Gli-Sufu block,697 NFkB inh
COc1ccc(C(=O)Nc2cccc(-c3nnc(-c4ccco4)o3)c2)cc1,-1,2,-5,-5,2,-2,-55,-67
CCN(CC)C(=O)CSc1nnc(-c2cc3ccccc3cc2O)n1CC,-6,11,4,0,-4,9,7,-1
COc1ccc(Cc2nnc(SCc3nc4ccccc4c(=O)[nH]3)o2)cc1,5,7,0,4,10,6,-4,15
O=C(CSc1nnc(CNc2ccc(F)cc2)o1)N1c2ccccc2Sc2ccccc21,4,4,43,-4,0,-5,8,15
N#Cc1ccc(CSc2ccc(S(=O)(=O)N3CCCCCC3)cn2)cc1,-2,11,14,-12,18,17,3,-2
O=C(NC(=S)Nc1ccccc1C(=O)O)c1ccc(-c2ccc(Br)cc2)o1,-40,-20,2,19,16,16,6,-36
O=C(Nc1cccc(S(=O)(=O)N2CCCCC2)c1)C1CCCC1,8,3,-3,0,15,-5,5,19
Cc1cccc(/C=N/NC(=O)Cc2cccs2)c1,-6,-7,-1,-4,9,-5,-5,-27
N#CCC(=O)Nc1sc2c(c1C(N)=O)CCCC2,-7,2,-3,1,5,3,6,-1
CCOC(=O)N1CCN(C(=O)C2CCN(S(=O)(=O)c3ccc(F)cc3)CC2)CC1,-2,-10,-9,-3,7,4,4,0
COc1ccc(N2C(=O)CCC(C(=O)N3CCCCCC3)C2c2ccc(OC)c(OC)c2)cc1 (stereo not drawn),4,4,-9,2,-6,-5,3,12
CC(CCc1ccccc1)NCc1cccc2ccccc12 (stereo not drawn),8,-3,0,-6,10,-20,17,-2
COc1ccc(CCN2CCCC(CN(C)Cc3cc(OC)ccc3OC)C2)cc1 (stereo not drawn),5,-9,5,4,17,-12,11,0
Cc1cc(-c2n[nH]c(=S)n2/N=C/c2c[nH]c3ccccc23)n[nH]1,4,-6,0,6,11,1,-6,3
COc1ccc(N(CC(=O)N/N=C/c2ccc(-c3ccc([N+](=O)[O-])cc3)o2)S(=O)(=O)c2ccc(C)cc2)cc1Cl,-37,-9,-5,5,7,-31,-17,-13
COc1cccc(NC(=O)NC2CCCCC2C)c1 (stereo not drawn),4,-1,-2,5,23,1,-12,6

# In the list so far, 9 have a Cl atom.
SMILES,UBC13 inh,Jurkat NFkB inh,EBI2 antag,CXCR6 inh,CCR6 antagonist,APJ antag,Gli-Sufu block,697 NFkB inh
O=C(CCc1ccc(S(=O)(=O)NC2CCCCC2)cc1)NCc1ccc(Cl)cc1,0,-12,21,7,5,1,7,-12
Cc1ccc(NC(=O)NCCCl)cc1S(=O)(=O)N1CCOCC1,-8,-6,-1,-1,-7,-6,0,-42
Cc1cc(C(=O)CSc2nc3ccc(Cl)cc3[nH]2)c(C)n1Cc1ccco1,6,0,1,-9,12,-9,7,6
Cc1cccc(C(=O)OCC(=O)N(C)CC(=O)Nc2ccc(Cl)c(C(F)(F)F)c2)c1,19,4,-5,-8,12,5,-2,17
CCCN1C(=O)c2ccccc2NC1c1ccc(Cl)cc1 (stereo not drawn),16,-6,12,-4,11,13,-4,4
O=C(Nc1ccc(Oc2cccnc2)cc1)c1ccccc1Cl,6,-9,5,-13,-8,12,-1,-10
CCOC(=O)c1c(C=O)c(C)n(Cc2ccc(Cl)cc2)c1C,12,-3,3,11,7,13,9,-11
Cc1ccc2cc(/C=N/NC(=O)[C@@H]3CCCN3)c(Cl)nc2c1,3,-11,-4,-3,10,10,2,8
COc1ccc(N(CC(=O)N/N=C/c2ccc(-c3ccc([N+](=O)[O-])cc3)o2)S(=O)(=O)c2ccc(C)cc2)cc1Cl,-37,-9,-5,5,7,-31,-17,-13

# From PubChem
